Assay outcomes deposited in PubChem by several laboratories.
SR-BI DiI inh = blocks mouse SR-BI lipid uptake from DiI-HDL | Q61009 | ldlA[mSR-BI] CHO cells, DiI-HDL uptake fluorescence, 3 h | inhibition, % at 12.5 µM | 0.96% of 320,000 active | AID 488896;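 active means mean replicate inhibition of at least 70% and a set share of replicates each scoring 70 or more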;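 further: 0% = median of neutral control wells and 100% = median of positive control wells; values of inactives mirror those of a sister screen read the other way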
HTR5A inv ag = counter-screen for OPRM1-OPRD1 inverse agonists: human HTR5A inverse agonism | P47898 | HTR5A cell line, luminescence | inhibition, % at 9.3 µM | 0.083% of 340,000 active | AID 504634; in the data active means inhibition mostly above about 23%, no sharp cut-off; inactive means mostly below about 18%;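 further: 0% = cells with DMSO and 100% = no-cell wells with DMSO; some compounds called inactive have numbers as strong as hits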
CDK5 inh = blocks human CDK5/p35 kinase activity; Q00535+Q15078; Recombinant CDK5/p35, ADP-Glo luminescence, 60 min; inhibition, % at 10 µM; 0.01% of 330,000 active; AID 488839;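 active means highest replicate inhibition of at least 50% and at least 75% of replicates reaching 50%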;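 further: plate controls were DMSO neutral control for no effect and GW8510 at 10 µM for full effect; many of its hits are not listed in these tables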
dFosB activator = enhances mouse delta FosB homodimer DNA binding | 0.99% of 340,000 active | purified delta FosB, TAMRA-CDK5 oligo fluorescence polarization; percent of positive-control signal above neutral wells | P13346 | activation, % at 25 µM;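 active means mean activation above about 17%, with every replicate also reaching it, limit read from the data, passing the limit was not always enough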;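 further: fluorescence polarization rise as delta FosB binds a TAMRA Cdk5 AP-1 oligo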
V-ATPase pHluor = regulators of yeast V-ATPase proton transport. S. cerevisiae, pHLuorin cytosolic pH fluorescence. response, % at 10 µM. 0.37% of 350,000 active. AID 504577; in the data active means response mostly above about 7.3%, no sharp cut-off; inactive means mostly below about 5.4%; further: actives read high; inactives centre near 0; some compounds called inactive have numbers as strong as hits; reference of the scale not given here
NSD2 inh = inhibitors of human histone methyltransferase NSD2. inhibition, % at 12.5 µM. O96028. NSD2 peptide methylation, AlphaScreen, 120 min. 0.54% of 310,000 active; in the data active means inhibition above about 50%
Target sequence (O96028 whole entry, looked up): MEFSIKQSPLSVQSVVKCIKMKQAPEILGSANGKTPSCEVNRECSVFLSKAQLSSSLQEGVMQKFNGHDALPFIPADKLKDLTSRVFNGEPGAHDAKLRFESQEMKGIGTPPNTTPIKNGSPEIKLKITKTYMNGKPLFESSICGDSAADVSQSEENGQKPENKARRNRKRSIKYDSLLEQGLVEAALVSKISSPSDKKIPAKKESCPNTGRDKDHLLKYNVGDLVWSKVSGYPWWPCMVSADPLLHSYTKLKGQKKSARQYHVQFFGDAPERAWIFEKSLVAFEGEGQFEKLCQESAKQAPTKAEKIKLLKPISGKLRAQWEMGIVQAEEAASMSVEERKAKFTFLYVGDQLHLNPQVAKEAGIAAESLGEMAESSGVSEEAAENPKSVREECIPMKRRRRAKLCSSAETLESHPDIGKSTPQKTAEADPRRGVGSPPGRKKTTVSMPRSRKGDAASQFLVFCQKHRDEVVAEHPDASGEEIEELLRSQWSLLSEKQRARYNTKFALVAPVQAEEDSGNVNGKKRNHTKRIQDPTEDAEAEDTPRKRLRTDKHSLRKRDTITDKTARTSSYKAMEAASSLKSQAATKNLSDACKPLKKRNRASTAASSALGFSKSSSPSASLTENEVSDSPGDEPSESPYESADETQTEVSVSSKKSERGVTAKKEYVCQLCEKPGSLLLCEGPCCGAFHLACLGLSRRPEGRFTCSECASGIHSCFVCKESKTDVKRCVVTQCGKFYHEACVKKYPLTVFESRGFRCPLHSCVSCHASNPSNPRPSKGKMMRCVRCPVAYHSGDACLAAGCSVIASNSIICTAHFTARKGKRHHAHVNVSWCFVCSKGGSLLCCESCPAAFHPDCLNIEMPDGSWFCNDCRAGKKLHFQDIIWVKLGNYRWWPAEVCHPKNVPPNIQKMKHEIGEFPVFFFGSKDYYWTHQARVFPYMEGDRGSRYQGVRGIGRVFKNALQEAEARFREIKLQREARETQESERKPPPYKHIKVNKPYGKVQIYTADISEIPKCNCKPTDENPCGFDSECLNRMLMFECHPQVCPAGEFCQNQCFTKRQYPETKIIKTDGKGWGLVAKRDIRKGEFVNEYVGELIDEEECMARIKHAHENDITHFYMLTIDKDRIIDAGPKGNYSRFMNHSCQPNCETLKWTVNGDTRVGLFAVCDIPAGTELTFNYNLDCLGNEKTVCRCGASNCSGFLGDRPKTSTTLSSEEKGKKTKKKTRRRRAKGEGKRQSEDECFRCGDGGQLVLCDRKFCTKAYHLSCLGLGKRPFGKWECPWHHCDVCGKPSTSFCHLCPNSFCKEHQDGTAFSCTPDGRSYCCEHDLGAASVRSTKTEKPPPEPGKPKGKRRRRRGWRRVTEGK
MITF act = increases MITF-driven TRPM1 promoter luciferase signal; SK-MEL-5 TRPM1-promoter luciferase, 24 h; % of positive control, neutral wells = 0; activation, % at 12.5 µM; 0.75% of 300,000 active;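 active means mean activation of at least 80% with every replicate also reaching 80%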;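 further: 0% = neutral control wells and 100% = parthenolide positive control wells; values of inactives mirror those of a sister screen read the other way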
HTR5A ag = activates human HTR5A in OPRM1-OPRD1 agonist counter-screen; HTR5A agonist assay, luminescence, cell-based; P47898; 0.61% of 340,000 active; activation, % at 9.3 µM; in the data active means activation mostly above about 9.5%, no sharp cut-off; inactive means mostly below about 7.6%;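 further: 0% = cells with vehicle only and 100% = reference agonist; strong numbers were not always called active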
Wnt bcat act = activates Wnt/beta-catenin signaling in a reporter cell assay. activation, % at 9.35 µM. AID 743398. 1.2% of 300,000 active. activator, plate reader; in the data active means activation above about 30%, passing the limit was not always enough;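 further: 0% = neutral control wells and 100% = positive control wells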
PvdQ acylase = P. aeruginosa PvdQ acylase inhibition; AID 488965; purified PvdQ acylase, fluorescence plate reader; inhibition, % at 10 µM; 0.063% of 340,000 active; in the data active means inhibition above about 30%, passing the limit was not always enough;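 further: 0% = vehicle neutral wells and 100% = reference inhibitor wells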
An asterisk follows results filed as active; / = no result given.

Value order – SR-BI DiI inh | HTR5A inv ag | CDK5 inh | dFosB activator | V-ATPase pHluor | NSD2 inh | MITF act | HTR5A ag | Wnt bcat act | PvdQ acylase
COc1cccc(OCCNc2cc(N3CCCCC3)ccc2[N+](=O)[O-])c1
 : 51.8 | -1.8 | -1.1 | -3.6 | -1.6 | 1.5 | 4.8 | -0.6 | / | 6.8
O=C1c2ccccc2S(=O)(=O)N1CCOc1ccccc1
 : 14.7 | -9.1 | -0.8 | 1.7 | 0.4 | -6.0 | / | 3.7 | / | -8.9
CCC1CCCCN1CCCNC(=O)C1CCC(CNS(=O)(=O)c2c(C)cc(C)cc2C)CC1 (centres undefined)
 : 3.1 | -14.5 | -2.4 | -3.1 | -1.6 | 10.3 | 26.4 | 3.9 | 0.0 | 4.4
Clc1ccc(N2CCN(c3ccnc(Cl)n3)CC2)cc1
 : 10.2 | 15.1 | -1.2 | 0.2 | -0.5 | 1.2 | 21.2 | 1.1 | 6.2 | 2.6
O=C(COc1ccccc1)N(CCc1ccccc1)c1nc(-c2ccc(F)cc2)cs1
 : 29.8 | 21.1 | 0.2 | -5.5 | -0.6 | -0.6 | / | 1.0 | / | -8.9
O=C(c1cnn(-c2ccccc2)c1)c1cc(F)ccc1O
 : 9.5 | 10.3 | -0.4 | -4.3 | 0.1 | -1.8 | 66.0 | -2.8 | 13.8 | -2.5
O=C(CSc1nnc(C2CC2)n1-c1ccccc1)NCCc1ccc(F)cc1
 : 0.2 | -10.4 | -2.1 | -6.3 | -0.9 | -1.0 | 0.8 | 4.0 | / | -23.9
CC(=O)N1CCN(c2ccc(NC(=O)c3ccc4ccccc4c3)cc2)CC1
 : 38.0 | -6.7 | 0.5 | -8.8 | -2.0 | -8.0 | 30.6 | -1.5 | 11.7 | -9.6
COc1cc2[nH]c3c(N4CCN(c5ccccn5)CC4)ncnc3c2cc1OC
 : 20.5 | -10.1 | -0.7 | -11.0 | -2.3 | / | -36.9 | 5.4 | / | -13.0
COc1cc(NC(=O)c2cc(CC(C)C)on2)c(OC)cc1Cl
 : 38.6 | 2.1 | 0.3 | 2.1 | 1.0 | / | -11.3 | -0.6 | -1.8 | -15.1
CC(C)C(NC(=O)c1ccc(Cl)cc1Cl)C(=O)N1CCN(S(=O)(=O)c2ccccc2)CC1 (centres undefined)
 : 10.4 | -6.8 | -0.1 | -14.8 | -2.8 | -2.8 | -9.1 | 1.8 | -3.5 | -9.8
O=C(NCc1ccc(S(=O)(=O)Nc2ccccc2Cl)s1)c1ccccc1
 : -2.2 | / | 0.1 | -2.6 | 2.4 | -3.7 | / | / | 1.4 | -14.2
Nc1nnc(-c2ccc([N+](=O)[O-])o2)s1
 : 7.4 | 7.3 | 0.5 | -5.0 | -1.0 | 1.4 | -25.9 | -1.9 | -1.7 | -5.4
COc1ccc(S(=O)(=O)N2CCCOC2CNC(=O)C(=O)NCCCn2ccnc2)cc1 (centres undefined)
 : -24.7 | 7.4 | -1.8 | -3.0 | -5.1 | -2.1 | 2.0 | -2.7 | -4.4 | -6.2
CCOC(=O)NC(=O)C(=CNc1cccc(C)c1)C(=O)NC(=O)OCC
 : -10.6 | 20.9 | 0.9 | 3.3 | -1.3 | / | 14.0 | -3.8 | -1.1 | -13.7
Cc1sc2nc[nH]c(=O)c2c1-c1ccc(Cl)cc1
 : -5.7 | -0.2 | 0.9 | -6.6 | -1.9 | -0.8 | 1.4 | 1.9 | -0.8 | 7.7
O/N=C1/CCc2nonc2/C1=N/O
 : -28.6 | -3.5 | -2.2 | -0.5 | -0.7 | -1.0 | -4.9 | 1.4 | / | -13.5
Cc1ccc(NC(=O)c2ccc(OC(=O)c3ccco3)cc2)cc1
 : -0.6 | -13.9 | 0.2 | 10.5 | -2.7 | -0.5 | 120.5* | 0.7 | 20.1 | 5.3
CN(C)C(=O)c1nc2ccc(Cl)cn2c1CN1CCCC(OCc2ccccc2)C1 (centres undefined)
 : -3.8 | -18.8 | 1.1 | -4.0 | -0.2 | -0.5 | 4.9 | 6.6 | -1.4 | -6.5
CCOC(=O)CSc1nc2ccccc2c(=O)[nH]1
 : -11.4 | -19.1 | -0.1 | -15.3 | 10.2* | / | 19.0 | 7.4 | -5.5 | 0.7

(next part)
Value order – SR-BI DiI inh | HTR5A inv ag | CDK5 inh | dFosB activator | V-ATPase pHluor | NSD2 inh | MITF act | HTR5A ag | Wnt bcat act | PvdQ acylase
COCc1cc(C)nc(OCC(=O)N/N=C/c2ccc(-c3cc([N+](=O)[O-])ccc3C)o2)c1C#N
 : 23.4 | 18.7 | -0.2 | 9.8 | 0.0 | -9.0 | 9.2 | 5.9 | -0.1 | 6.3
CC(=O)c1nc2ccccc2n1Cc1ccccc1
 : 11.4 | 1.9 | -2.0 | -0.6 | -1.5 | -0.3 | -2.6 | -0.5 | 1.9 | -13.1
O=C(C[C@@H]1C/C=C/CC[C@@H](Cc2ccc(F)cc2)C(=O)O[C@H](c2ccccc2)CNC1=O)NCCO
 : 0.7 | 8.7 | 2.7 | -5.1 | -0.8 | / | 1.3 | -5.8 | 1.9 | -13.8
Brc1ccc(OCCOc2cccc3cccnc23)cc1
 : 17.5 | -8.3 | -0.6 | 2.4 | 1.2 | -0.4 | 69.6 | 2.3 | 2.6 | -0.7
O=C(Nc1ccc(-n2cnnn2)cc1)c1cn2ccccc2n1
 : -7.4 | 3.5 | -3.5 | -2.5 | 3.9 | -6.4 | 59.9 | -1.2 | 25.7 | 2.8
Cc1cc(C)nc(SCc2nnc(SCC(=O)N3CCCc4ccccc43)o2)n1
 : 8.4 | 1.9 | 0.4 | -1.7 | 0.4 | 21.0 | -5.9 | 5.5 | / | 4.6
CCc1ccc(N(C(C)=O)c2nc(CCl)cs2)cc1
 : 17.8 | -12.2 | 0.2 | -3.0 | 0.4 | -0.1 | -4.2 | 4.4 | 4.6 | 5.4
CCCN1C2CCCC1CC(NC(=O)NC13CC4CC(CC(C4)C1)C3)C2 (centres undefined)
 : 18.6 | 18.1 | -0.4 | 1.7 | -5.0 | 1.5 | / | 2.3 | -0.1 | -16.3
CCNc1nc(Cl)nc(NCCOc2ccc(C)cc2)n1
 : -1.1 | 6.7 | 6.4 | 1.8 | 0.3 | 0.1 | -12.8 | 1.3 | / | -15.2
CCCOc1ccc2[nH]cc(C(=O)O)c(=O)c2c1
 : -2.6 | -7.3 | -0.3 | 3.6 | -4.6 | -5.6 | 8.0 | -2.5 | 0.1 | -18.3
Cc1ccc(NC(=O)CCl)cc1S(=O)(=O)N1CCCCCC1
 : 13.0 | 4.2 | 1.5 | -2.8 | 0.7 | 2.0 | -58.4 | 0.0 | 0.0 | -10.4
Cc1cc(Nc2ccc(N3CCC(C)CC3)cc2)n2ncnc2n1
 : 7.1 | -7.7 | 1.4 | -14.3 | -0.8 | -1.0 | -1.0 | 6.4 | 0.1 | 3.2
N#C/C(C(=O)NCc1ccccc1)=C1/SC(Cc2ccc(Cl)cc2)C(=O)N1c1ccccc1 (centres undefined)
 : 2.8 | -19.6 | 0.5 | -5.9 | -1.4 | -1.5 | -5.2 | 7.3 | -0.9 | -6.8
NC(=O)c1ccc(-n2nnnc2SCC(=O)Nc2ccc(F)cc2)cc1
 : -11.5 | -13.0 | 1.3 | -7.5 | -1.1 | -3.3 | -3.2 | 3.7 | -2.0 | 14.1
O=C(Nc1cccc(Cl)c1)N1CCN2C(=O)c3ccccc3C12c1ccccc1 (centres undefined)
 : 39.1 | 4.8 | -0.7 | 10.6 | -1.2 | -0.7 | -9.6 | 3.4 | 0.2 | -9.2
CCN(CC)S(=O)(=O)c1cccc(-c2nnc(SCC(=O)NC3CCCCCC3)n2N)c1
 : 0.8 | -10.7 | -0.6 | -5.2 | -2.0 | 8.3 | -11.0 | 6.5 | -3.9 | -1.8
CC1CCc2c(sc3ncn(CC(=O)N4CCCCC4)c(=O)c23)C1 (centres undefined)
 : -11.8 | 9.2 | 0.3 | -16.2 | 0.4 | -3.3 | -1.0 | -3.7 | -0.7 | -8.8
Cc1ccc(NC(=O)C2CC(=O)N(c3ccc4c(c3)OCCO4)C2)cc1S(=O)(=O)N(C)C (centres undefined)
 : -8.3 | 11.2 | -0.4 | -7.2 | 4.4 | -0.2 | -3.7 | 3.6 | -2.9 | -2.6
CCCN(CCC)C(=S)NC(=O)c1ccc(-c2ccccc2)cc1
 : 23.8 | 1.3 | 4.1 | -4.1 | -1.7 | -2.8 | 2.1 | -4.3 | / | 6.2
Cc1ccc(S(=O)(=O)NCCC(=O)OCC(=O)Nc2cccc(S(=O)(=O)NC3=NCCCCC3)c2)cc1
 : 14.4 | 4.9 | -7.5 | -25.0 | -4.9 | -0.7 | 7.5 | -1.9 | -1.9 | -6.2

An excerpt from above, limited to HTR5A ag, CDK5 inh and dFosB activator:
compound	HTR5A ag	CDK5 inh	dFosB activator
CCCN1C2CCCC1CC(NC(=O)NC13CC4CC(CC(C4)C1)C3)C2 (centres undefined)	2.3	-0.4	1.7
Cc1sc2nc[nH]c(=O)c2c1-c1ccc(Cl)cc1	1.9	0.9	-6.6

Further records follow:
Value order – SR-BI DiI inh | HTR5A inv ag | CDK5 inh | dFosB activator | V-ATPase pHluor | NSD2 inh | MITF act | HTR5A ag | Wnt bcat act | PvdQ acylase
CN(C(=O)CSc1nnc2ccccn12)C1CCS(=O)(=O)C1 (centres undefined)
 : -9.1 | -3.9 | 0.9 | -0.9 | -2.2 | -0.1 | 5.8 | 1.6 | / | -7.6
Cc1onc(-c2ccccc2Cl)c1C(=O)Nc1cccc(-c2cn3cccnc3n2)c1
 : -2.3 | -9.8 | 3.5 | -27.9 | -4.0 | / | 8.0 | 3.0 | / | 1.4
CC(C)CN(C(=O)CN(C)C(=O)c1ccco1)c1c(N)n(CC(C)C)c(=O)[nH]c1=O
 : -11.9 | 1.6 | 0.2 | 0.5 | 2.6 | -2.3 | 1.9 | -0.6 | -2.7 | 17.7
Cc1c(O)ccc(C(=O)CN2CCN(Cc3ccc4c(c3)OCO4)CC2)c1O
 : -13.4 | 2.8 | -3.4 | -4.1 | -2.7 | 0.0 | -4.3 | 6.8 | -4.2 | -17.0
CCOC(=O)c1cc(-c2nnc(SCC(=O)Nc3ccc(F)cc3)o2)c(C)nc1C
 : -1.4 | 0.5 | 0.2 | -7.8 | 1.6 | -2.2 | -5.1 | -0.2 | / | 8.1
CC(OC(=O)CCN=C1NS(=O)(=O)c2ccccc21)C(=O)Nc1ccc(S(N)(=O)=O)cc1 (centres undefined)
 : -10.6 | 3.9 | 1.1 | -4.2 | -6.7 | 0.8 | 2.1 | -1.4 | 0.2 | 4.0
CCCCn1c(N)c(N(CC(C)C)C(=O)c2cc(S(=O)(=O)N3CCOCC3)ccc2Cl)c(=O)[nH]c1=O
 : 0.7 | 0.3 | 2.8 | -10.8 | -2.5 | 0.5 | 0.5 | 7.6 | 2.1 | -8.2
COc1ccc(NCC(=O)Nc2cccc(C(F)(F)F)c2)cc1S(=O)(=O)N1CCOCC1
 : 29.8 | 1.1 | -4.3 | -8.7 | 6.2 | 0.3 | -4.7 | 5.6 | -3.7 | -19.2
N#CCCCc1cc2cc(F)ccc2cn1
 : -15.7 | -7.4 | -1.9 | 3.8 | -0.9 | / | 19.6 | -1.8 | 4.6 | -6.1
COc1nc(NCCc2ccc(OC)c(OC)c2)nc(NC(C)(C)CO)n1
 : -10.2 | -5.2 | 1.6 | 4.0 | 1.4 | 4.6 | / | 2.0 | -0.8 | -15.6
COc1ccc(CNCC(O)COc2cccc3c2OC(C)(C)C3)cc1 (centres undefined)
 : 4.5 | 11.0 | 1.5 | -14.5 | 8.6 | / | -7.4 | 9.5 | 2.2 | -8.7
CC(=O)Nc1ccc2nc(CN3CCN(CC=C(C)C)C(CCO)C3)ccc2c1 (centres undefined)
 : -27.0 | -9.9 | 1.0 | 2.7 | -3.2 | -1.5 | -11.1 | 0.7 | 11.5 | 18.8
